Mcl-1 Bim block – human Bim-Mcl-1 interaction inhibition; AID 1009; Bead-based flow cytometry, Bim peptide-Mcl-1 binding; 190,000 compounds, 0.1% hits; inhibition, % at 10 µM; in the data active = inhibition above about 40%;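 note: 0% = no compound tracer wells and 100% = peptide blocker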
Target sequence (Q07820 whole entry, looked up): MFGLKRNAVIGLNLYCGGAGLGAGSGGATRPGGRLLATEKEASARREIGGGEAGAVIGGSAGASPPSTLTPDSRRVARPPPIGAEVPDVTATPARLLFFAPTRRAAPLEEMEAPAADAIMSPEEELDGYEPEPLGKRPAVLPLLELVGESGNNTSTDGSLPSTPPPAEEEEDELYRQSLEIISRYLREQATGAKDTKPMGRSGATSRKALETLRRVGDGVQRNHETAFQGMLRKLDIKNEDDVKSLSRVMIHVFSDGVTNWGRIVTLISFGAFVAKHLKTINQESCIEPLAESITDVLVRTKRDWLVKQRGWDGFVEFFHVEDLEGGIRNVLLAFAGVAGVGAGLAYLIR
Mcl1-Bid inh – disrupts binding of human Mcl-1 to Bid peptide; Q07820; inhibition, % at 21.7 µM; 220,000 compounds, 0.97% hits; TR-FRET Mcl-1/Bid-Dy647 peptide binding, 1536-well;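 active = compounds that cut the binding signal by more than half at the single screening dose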;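 note: His-tagged Mcl-1 with europium anti-His antibody binding Bid BH3 peptide; 0% = Mcl-1 plus peptide wells and 100% = peptide-only wells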
RGS4-Gao reg – modulates binding of RGS4 to human Galphao | binding response (% of control), % at 10 µM | 220,000 compounds, 0.33% hits | Multiplexed bead flow cytometry; actives lie on both sides | P09471; in the data active = binding response below about 49% or above about 150%; inactive = in between;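 note: fluorescent Galphao activated with aluminum fluoride binding bead-coupled RGS4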
Target sequence (P09471 whole entry, looked up): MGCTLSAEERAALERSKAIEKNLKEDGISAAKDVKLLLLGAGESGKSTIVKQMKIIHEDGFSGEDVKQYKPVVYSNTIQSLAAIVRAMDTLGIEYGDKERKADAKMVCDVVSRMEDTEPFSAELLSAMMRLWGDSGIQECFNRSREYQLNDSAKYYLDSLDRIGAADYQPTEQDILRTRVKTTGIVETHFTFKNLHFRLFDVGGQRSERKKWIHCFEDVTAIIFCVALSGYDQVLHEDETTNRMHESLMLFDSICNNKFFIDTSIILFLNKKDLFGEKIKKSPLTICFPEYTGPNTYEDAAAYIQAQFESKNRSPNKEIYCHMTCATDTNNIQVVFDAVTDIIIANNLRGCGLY
RGS8-Gao reg – modulates binding of RGS8 to human Galphao; P09471; multiplexed bead flow cytometry; actives lie on both sides; response (percent of control binding), % at 10 µM; 220,000 compounds, 0.34% hits; in the data active = response below about 60% or above about 140%; inactive = in between;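 note: Galphao activated as the GDP aluminium fluoride complex binding bead-coupled RGS8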
Pf gametocyte – kills late stage P. falciparum gametocytes; 150,000 compounds, 0.065% hits; AID 743093; P. falciparum stage V gametocytes, ATP luminescence, 24 h; inhibition, % at 10.9 µM;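 active = inhibition above the mean plus 3 SD of compounds within the control limits, set per campaign, cut at about 38% in these data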;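 note: 0% = DMSO wells and 100% = medium only without gametocytes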
Avidin bead fluor – avidin bead compound fluorescence profile; AID 1775; Avidin beads, compound fluorescence 488/530 nm, flow cytometry; hits give high values; fluorescence (KMESF) at 10 µM; 220,000 compounds, 0.38% hits; in the data active = fluorescence above about 47; note: inactives centre near 10
Mcl1-Noxa inh – Mcl-1/Noxa interaction inhibition. 220,000 compounds, 1.5% hits. TR-FRET Mcl-1/Noxa peptide binding, 2 h. inhibition, % at 21.7 µM. Q07820;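 active = compounds that cut the protein-peptide binding signal by more than 50% relative to plate controls in a single-dose test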;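 note: His-tagged Mcl-1 with rhodamine Noxa BH3 peptide and terbium anti-His antibody; 0% = Mcl-1 plus Noxa peptide wells and 100% = peptide-only wells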
RGS7-Gao – modulates binding of RGS7 to human Galphao | binding response (% of control), % at 10 µM | P09471 | 220,000 compounds, 0.35% hits | Multiplexed bead flow cytometry; actives lie on both sides; in the data active = binding response below about 49% or above about 150%; inconclusive = no clear call, values can overlap the other calls; inactive = in between;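 note: fluorescent Galphao held in activated GDP-AlF4 state binding bead-coupled RGS7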
ABCG2 block – inhibitors of human ABCG2 transporter, ABCB1 counter-screen; inhibition, % at 6.6 µM; AID 1325; Q9UNQ0; 190,000 compounds, 0.1% hits; IgMXP3 cells, JC-1 efflux, flow cytometry;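 active = inhibition above 80%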;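 note: 0% = DMSO and 100% = nicardipine control wells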
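test system = two drug-resistant human cell lines, ABCG2 and ABCB1 | amount = 3 million cells/mL final, two lines in 1:1 ratio | reagent = JC-1 transporter substrate | doses = one concentration, 6.6 µM final | incubation = 10 min at 25 °C | signal = flow cytometric JC-1 green MFI at 530 nm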
ABCB1 block – blocks JC-1 efflux by human ABCB1 transporter; inhibition, % at 6.6 µM; AID 1326; 190,000 compounds, 0.067% hits; CCRF-Adr cells, flow cytometry; in the data active = inhibition above about 40%;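 note: 0% = vehicle and 100% = reference inhibitor; higher value means more JC-1 retained so stronger ABCB1 efflux block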
GSH fluor – GSH bead compound fluorescence profile. fluorescence (KMESF) at 10 µM. GSH beads flow cytometry, compound fluorescence 488/530 nm; hits give high values. 190,000 compounds, 0.25% hits; in the data active = fluorescence above about 89;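 note: glutathione beads carrying GST-tagged Bcl family fusion proteins plus one bare bead set; values are compound well signal with DMSO vehicle wells as background; inactives centre near 16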
* = called active by the depositor; ? = inconclusive; . = no result given.

SMILES | Mcl-1 Bim block | Mcl1-Bid inh | RGS4-Gao reg | RGS8-Gao reg | Pf gametocyte | Avidin bead fluor | Mcl1-Noxa inh | RGS7-Gao | ABCG2 block | ABCB1 block | GSH fluor
COc1ccc(-c2nc3ccccc3o2)cc1NC(=O)c1ccc(Br)o1 | 2 | 49 | 88 | 100 | . | 5 | 2 | 93 | 3 | 1.1 | 70
Cc1ccc(S(=O)(=O)Nc2nc3ccccc3nc2NCC2CCCO2)cc1C (centres undefined) | . | 4 | 101 | 100 | -24 | 5 | 15 | ? | . | . | .
CCc1ccc(NC(=O)CN2C(=O)C(=O)N(Cc3ccccc3)C2=O)cc1 | 0 | -32 | 100 | 98 | 9 | 9 | 5 | ? | 2 | 0.2 | 15
O=C(O)c1ccccc1C(=O)Nc1ccc(Oc2cccc(C(F)(F)F)c2)nc1 | . | 5 | 104 | 103 | -10 | 8 | -3 | ? | . | . | .
O=S(=O)(Cc1ccc(Cl)cc1)N1CCCC1 | 3 | -2 | 99 | 102 | . | 22 | 2 | 101 | 55 | 0.3 | 19
COc1ccc(CCNC(=O)CN2C(=O)c3cccc4cccc(c34)C2=O)cc1OC | 1 | -12 | 105 | 103 | . | 12 | 1 | 102 | 1 | 0.1 | 20
O=C(COc1ccc(Cl)cc1)OCC(=O)N1CCCc2ccccc21 | -2 | 13 | 98 | 102 | . | 13 | -4 | 102 | 0 | 0.0 | 12
Cc1ccc(OCC(O)CNC(=O)c2ccccc2C(=O)O)cc1 (centres undefined) | -5 | -17 | 99 | 99 | . | 11 | -10 | 100 | -1 | 0.2 | 22
CN(C)CCCN(C(=O)CCc1ccccc1)c1nc2ccc(Cl)cc2s1 | -5 | -1 | 108 | 105 | . | 14 | 26 | 112 | 3 | 0.5 | 20
CCOC(=O)c1ccc[n+](CC(=O)c2ccc(OC)cc2)c1 | -1 | -34 | 99 | 101 | -1 | 5 | -11 | 105 | 4 | 0.8 | 10
CCC(=O)Nc1ccc(N2CCN(Cc3ccccc3F)CC2)cc1 | 3 | -67 | 97 | 97 | 23 | 7 | -8 | 95 | 2 | 0.3 | 4
O=S(=O)(c1ccccc1F)N1CCN(CC(O)c2ccccc2)CC1 (centres undefined) | -4 | -5 | 102 | 99 | . | 12 | 18 | ? | 1 | 0.4 | 16
CC1=CC(c2ccc(Cl)cc2)n2nc(N3C(=O)CCC3=O)nc2N1 (centres undefined) | -3 | -23 | . | . | . | . | 2 | . | -1 | -0.5 | 17
CCOC(=O)CN(C(=O)CSc1nnc2c(n1)[nH]c1ccccc12)c1ccccc1 | 0 | -4 | 102 | 101 | . | 3 | 10 | 98 | 9 | 0.8 | 22
COc1cccc(CNC(=S)Nc2cc(OC)ccc2OC)c1 | 1 | -38 | 101 | 102 | . | 11 | -8 | 110 | 7 | -0.6 | 16
CCc1nnc(NC(=O)CN2CCC(O)(c3ccccc3OC)CC2)s1 | 2 | -21 | 103 | 101 | . | 9 | -11 | 99 | 0 | 0.1 | 8
O=C(CSc1cccc2cccc(Cl)c12)NC1=NCCS1 | 0 | -17 | 101 | 104 | -8 | 12 | 22 | ? | 8 | 0.8 | 11
Cc1nc(NCCCn2ccnc2)c2oc3ccccc3c2n1 | -1 | -4 | 99 | 101 | . | 15 | 21 | 99 | 4 | 0.7 | 12
CCOC(=O)N1CCN(C(=O)c2ccc3c(c2)ncn3C2CCCC2)CC1 | -3 | 9 | 99 | 97 | 2 | 9 | 0 | 97 | 5 | 0.7 | 16
CC1Cc2ccccc2N1C(=O)CSc1ccccc1 (centres undefined) | -1 | -10 | 101 | 101 | . | 34 | 6 | 100 | 1 | 0.2 | 25
O=c1nc2n(c3ccc([N+](=O)[O-])cc13)CCCCC2 | 0 | -6 | 95 | 98 | . | 8 | 8 | ? | 5 | 0.8 | 15
COCCCNCCOCCSc1ccc(Cl)cc1 | -3 | -15 | 105 | 107 | -16 | 14 | 14 | 108 | 1 | 0.7 | 8
O=C(CNc1ccc2ccccc2c1)N/N=C/c1cc2ccccc2nc1Cl | -4 | -123 | 102 | 102 | 1 | 20 | -18 | 101 | -1 | -0.1 | 14
CCOc1ccc(NC(=O)CCN2CCN(S(=O)(=O)c3ccc(Cl)cc3)CC2)cc1 | -7 | -3 | 106 | 102 | -15 | 4 | 6 | 107 | 2 | 1.1 | 50
CCOC(=O)C1CCCN(C(=O)c2ccc(C)cc2O)C1 (centres undefined) | -4 | -21 | 99 | 102 | 16 | 16 | 1 | 99 | 0 | 0.0 | 14

New compounds follow:
SMILES | Mcl-1 Bim block | Mcl1-Bid inh | RGS4-Gao reg | RGS8-Gao reg | Pf gametocyte | Avidin bead fluor | Mcl1-Noxa inh | RGS7-Gao | ABCG2 block | ABCB1 block | GSH fluor
COc1ccccc1-n1cc(C(=O)NCC(=O)N2CCN(c3ccccc3)CC2)c2ccccc2c1=O | 3 | -25 | 103 | 102 | 4 | 10 | 34 | 102 | 2 | 1.5 | 4
O=C(O)c1ccc2c(c1)C(=O)N(c1ccc(/C=C/C(=O)c3ccccc3)cc1)C2=O | 0 | -15 | 101 | 101 | 2 | 14 | 14 | 103 | -2 | -0.6 | 18
COc1ccc(-c2nnc3ccc(SCC(=O)Nc4cc(C)on4)nn23)cc1OC | -1 | -16 | 94 | 97 | 14 | 9 | -3 | ? | 1 | 0.2 | 16
CCN(CC)S(=O)(=O)c1cc(NC(=O)COC(=O)c2sc3ccccc3c2Cl)ccc1C | -3 | -26 | 102 | 103 | -18 | 13 | 5 | 101 | 3 | -0.1 | 3
NC(=O)N/N=C/c1cn(-c2ccccc2)nc1-c1cccs1 | -1 | -22 | 100 | 98 | 9 | 9 | 4 | ? | 14 | 0.1 | 15
c1nc2sc3c(c2c2nnnn12)CCCC3 | 0 | -39 | 98 | 102 | . | 20 | 5 | 99 | 1 | 0.2 | 22
Cc1sc2c(=O)n3c(nc2c1C(=O)NC1CCCCC1)CCCCC3 | 16 | 0 | 91 | 76 | 36 | 6 | 11 | 86 | 9 | 4.8 | 14
Cc1ccc(OCC(=O)N2CCN(c3nnc(-c4ccc(C)cc4)c4ccccc34)CC2)cc1 | 2 | 1 | 102 | 101 | 8 | 8 | -6 | 103 | 3 | 1.8 | 30
O=C(/C=C/c1ccco1)NCC1COc2ccccc2O1 (centres undefined) | . | -21 | 98 | 96 | -8 | 6 | -13 | ? | . | . | .
CSc1ccccc1NC(=O)CN(c1ccccc1Br)S(C)(=O)=O | 0 | -21 | 101 | 100 | -7 | 15 | 5 | 98 | 8 | 0.3 | 10
COc1ccc(NC(=O)CC2SC(=O)NC2=O)cc1 (centres undefined) | -1 | -34 | 115 | 105 | 8 | 14 | -2 | 112 | -2 | -0.3 | 10
COc1cc(C(=O)Nc2ccccc2C2COC(=O)C2=N)cc(OC)c1OC (centres undefined) | -7 | -4 | 103 | 101 | -20 | 4 | 9 | 101 | 2 | 1.4 | 10
O=C(COc1ccc(Cl)cc1)NCc1nnc(SCC(=O)Nc2ccccc2F)o1 | -2 | -14 | 100 | 98 | 6 | 9 | -5 | 97 | 7 | -0.1 | 19
Cc1c(N=NC2=C(O)CC(C)(C)CC2=O)cc2c(c1[N+](=O)[O-])C(C)(C)CC2(C)C | . | -59 | 99 | 100 | -4 | 20 | 7 | ? | . | . | .
Cc1ccc(S(=O)(=O)N2CCN(C(=O)C3COc4ccccc4O3)CC2)cc1C (centres undefined) | -1 | -33 | 100 | 100 | . | 17 | -2 | 102 | 4 | 1.7 | 22
O=C(c1cccc([N+](=O)[O-])c1)N1CCN(c2ccc(Cl)cc2)CC1 | 3 | -23 | 102 | 102 | -7 | 2 | 14 | 100 | 3 | 1.0 | 5
O=c1c(Cc2ccc(F)cc2)c(O)ccn1Cc1ccc(Cl)cc1Cl | -1 | -9 | 93 | 92 | -7 | 6 | 2 | 93 | -3 | -2.9 | 29
N#Cc1nc(-c2cccs2)oc1NCCCN1CCOCC1 | -2 | -23 | 102 | 106 | 21 | 34 | 12 | 102 | 3 | 0.5 | 13
C/C(=N\Nc1nc2ccc(Cl)cc2o1)c1ccccc1 | . | 13 | 99 | 100 | 8 | 9 | 13 | ? | . | . | .
CCCNC(=O)c1c(N)n(-c2ccc3c(c2)OCO3)c2nc3ccccc3nc12 | 0 | -29 | 94 | 99 | -23 | 13 | 4 | 95 | 3 | 0.5 | 13
NC(=O)CSc1nnc(-c2ccncc2)n1-c1ccc(Cl)cc1 | 9 | -1 | 90 | 86 | . | 5 | -13 | 94 | -4 | -2.7 | 23
CCOc1ccc(/C=C/[N+](=O)[O-])c2ccccc12 | 0 | 45 | 99 | 92 | . | 8 | 76* | 103 | -1 | -0.4 | 21
Cc1c(Br)c(C(=O)NNC(=O)c2ccc(C(C)(C)C)cc2)nn1C | . | -10 | 123 | 105 | -34 | 10 | 0 | ? | . | . | .
Cc1cc(N)n(-c2ccc(S(=O)(=O)c3ccc(C(C)C)cc3)cc2)n1 | 3 | -39 | 104 | 105 | . | 25 | -7 | 102 | 1 | 0.5 | 24
COc1cc(CC(=O)Nc2ccc(Cl)c(C(F)(F)F)c2)cc(OC)c1OC | -5 | -9 | 96 | 99 | -9 | 3 | 23 | 97 | 1 | 0.3 | 11

Shown as a hit in Mcl1-Noxa inh (from the list above):
Molecule | Mcl-1 Bim block | Mcl1-Bid inh | RGS4-Gao reg | RGS8-Gao reg | Avidin bead fluor | Mcl1-Noxa inh | RGS7-Gao | ABCB1 block | GSH fluor
CCOc1ccc(/C=C/[N+](=O)[O-])c2ccccc12 | 0 | 45 | 99 | 92 | 8 | 76* | 103 | -0.4 | 21

Complete entries as entered above. Order of values: Mcl-1 Bim block | Mcl1-Bid inh | RGS4-Gao reg | RGS8-Gao reg | Pf gametocyte | Avidin bead fluor | Mcl1-Noxa inh | RGS7-Gao | ABCG2 block | ABCB1 block | GSH fluor
COc1ccc(-c2nnc3ccc(SCC(=O)Nc4cc(C)on4)nn23)cc1OC in the list: -1 | -16 | 94 | 97 | 14 | 9 | -3 | ? | 1 | 0.2 | 16
O=C(COc1ccc(Cl)cc1)NCc1nnc(SCC(=O)Nc2ccccc2F)o1 in the list: -2 | -14 | 100 | 98 | 6 | 9 | -5 | 97 | 7 | -0.1 | 19
O=C(c1cccc([N+](=O)[O-])c1)N1CCN(c2ccc(Cl)cc2)CC1 in the list: 3 | -23 | 102 | 102 | -7 | 2 | 14 | 100 | 3 | 1.0 | 5
COc1cc(CC(=O)Nc2ccc(Cl)c(C(F)(F)F)c2)cc(OC)c1OC in the list: -5 | -9 | 96 | 99 | -9 | 3 | 23 | 97 | 1 | 0.3 | 11

Assay outcomes (PubChem)
